# Screens (PubChem BioAssay)
# D2 PAM: positive allosteric modulators of human D2 dopamine receptor; P14416; HEK293 T-REx D2, calcium flux, EC20 dopamine potentiation; potentiation, % at 10 µM; 0.34% of 340,000 active;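 active = potentiation over 3 SD above the plate norm, cut at about 30% in these data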; also: 0% is about no effect
#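 Potentiation of an EC20 dopamine calcium response measured kinetically over 180 s, after a preceding 180 s compound-only read flagging agonists. Cells: inducible Hek293 Trex D2 line, 4000/well, cultured overnight at 30 C before dye loading.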
# RXFP1 ag: agonists of human relaxin receptor RXFP1; Q9HBX9; HEK293T-RXFP1 cAMP TR-FRET, 30 min; response scale: percent of porcine relaxin response, buffer zero; Potency, µM (top dose mostly 57.5 µM), inactives show at the highest dose activation, most hits filed as activators; 0.3% of 370,000 active; also: potency is read from the fitted curve at half-maximal effect; % is scaled to controls: 0 for no effect and ±100 for the full control effect; nearly all actives have a fitted effect of over 60% in size; many of its hits are not listed in these tables
#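 HEK293T cells stably expressing RXFP1 were pretreated with the PDE4 inhibitor Ro 20174, exposed to compounds for 30 min at 37C, lysed, and cAMP was read by TR-FRET. Data normalized to buffer (basal) and 29 nM porcine relaxin (100%).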
# Vif-A3G inh: inhibitors of Vif-APOBEC3G interaction. HeLa A3G-eYFP + Vif (tagged APOBEC3G with the HIV-1 protein that degrades it), YFP fluorescence, overnight. Potency, µM (doses to about 46.1 µM), for the others: top-dose activity, negative = active, actives largely listed as inhibitors. 0.076% of 410,000 active. AID 602310;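 also: potency is read from the fitted curve at half-maximal effect; % is scaled to controls: 0 for no effect and ±100 for the full control effect; nearly all actives have a fitted effect of over 60% in size; hits raise eYFP signal because A3G escapes Vif-driven loss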
# Target sequence (Q9HC16 whole entry, looked up): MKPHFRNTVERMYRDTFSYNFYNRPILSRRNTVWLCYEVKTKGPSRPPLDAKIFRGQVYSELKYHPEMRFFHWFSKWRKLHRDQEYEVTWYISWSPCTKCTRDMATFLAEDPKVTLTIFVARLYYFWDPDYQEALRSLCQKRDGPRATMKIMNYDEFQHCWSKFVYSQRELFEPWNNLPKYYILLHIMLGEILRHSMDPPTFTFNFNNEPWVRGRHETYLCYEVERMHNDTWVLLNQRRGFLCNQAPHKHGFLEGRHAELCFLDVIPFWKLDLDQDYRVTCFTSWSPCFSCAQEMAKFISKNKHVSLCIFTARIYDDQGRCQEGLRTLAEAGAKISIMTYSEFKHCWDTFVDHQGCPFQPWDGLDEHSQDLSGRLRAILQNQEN
#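 Read-out is eYFP fluorescence (Ex 488/Em 500-530) from Vif-expressing HeLa A3G-eYFP cells; more signal means A3G escaped Vif-mediated degradation. Cells plated overnight, compound pinned in, incubated overnight at 37 deg C.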
# D1 ag: activates the human D1 dopamine receptor; P21728; 1% of 360,000 active; activation, % at 2 µM; AID 504660; HEK293 T-REx D1 cells, calcium flux, agonist mode; in the data active = activation above about 30%; also: 0% is about no effect
# Target sequence (P21728 whole entry, looked up): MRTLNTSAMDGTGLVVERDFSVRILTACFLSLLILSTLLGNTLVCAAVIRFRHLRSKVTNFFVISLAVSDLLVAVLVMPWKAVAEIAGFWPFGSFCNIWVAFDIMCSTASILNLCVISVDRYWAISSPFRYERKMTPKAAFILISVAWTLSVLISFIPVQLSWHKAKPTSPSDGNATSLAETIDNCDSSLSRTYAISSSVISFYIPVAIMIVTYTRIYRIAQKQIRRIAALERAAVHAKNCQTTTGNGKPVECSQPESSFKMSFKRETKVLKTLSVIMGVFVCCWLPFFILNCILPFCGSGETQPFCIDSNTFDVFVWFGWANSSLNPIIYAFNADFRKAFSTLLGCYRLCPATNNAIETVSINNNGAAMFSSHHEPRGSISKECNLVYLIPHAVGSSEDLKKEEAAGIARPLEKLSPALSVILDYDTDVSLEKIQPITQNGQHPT
#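 Inducible HEK293 T-REx D1 cells, force-coupled to calcium signalling, were plated at 4000 cells/well with tetracycline and held overnight at 30 C. After no-wash calcium dye loading, compound-evoked calcium rise over 180 s flagged agonists.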
# D1 PAM: human D1 dopamine receptor positive modulation; HEK293 TREx D1 cells, calcium flux, dopamine EC20 potentiation; potentiation, % at 10 µM; 0.036% of 360,000 active; AID 504651; in the data active = potentiation above about 30%; also: 0% is about no effect
# Vif-A3F inh: Vif-A3F binding inhibition | 0.2% of 390,000 active | Potency, µM (top dose mostly 46.1 µM), without a hit: at the highest dose activity, negative = active | HeLa A3F-eYFP + Vif (tagged APOBEC3F with the HIV-1 protein that degrades it), YFP fluorescence increase; also: potency is read from the fitted curve at half-maximal effect; % of control where 0% means no effect; nearly all actives have a fitted effect of over 65% in size
#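 HeLa cells stably expressing Vif plus C-terminally eYFP-tagged A3F were seeded, incubated overnight at 37 deg C, dosed with compound, incubated overnight again at 37 deg C. Yellow fluorescence (Ex 488/Em 500-530) reported blocked Vif-mediated A3F-eYFP degradation.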
# D1 antag: antagonists of human D1 dopamine receptor. AID 504652. HEK293 TREx D1 cells, calcium flux, dopamine EC80; stronger effect = lower value. activity change, negative = inhibition, % at 10 µM. P21728. 3.2% of 360,000 active; in the data active = activity change below about -30%; also: % is scaled to controls: 0 for no effect and ±100 for the full control effect
#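 Using tetracycline-induced force-coupled D1 Hek293 cells and a calcium dye, signals were followed for 180 s after compound, then for 180 s after EC80 dopamine, to detect inhibitors.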
# RXFP1 antag: antagonists of human relaxin receptor RXFP1; AID 1259400; Q9HBX9; 0.59% of 350,000 active; HEK293-RXFP1, relaxin-stimulated cAMP HTRF, 30 min; stronger effect = lower value; activity change, negative = inhibition, % at 57.5 µM;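 active = activity change of -60% or lower, but not beyond a set lower limit; inconclusive = change between -60% and -40%, or beyond the set limit; inactive = change above -40%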; also: % is scaled to controls: 0 for no effect and ±100 for the full control effect
# Glioma ERSR ind: ER stress response induction in glioma; U87-MG GRP78 promoter luciferase reporter, 16 h; Potency, µM, without a hit: at the top dose activation, hits mostly activators; 0.02% of 420,000 active; also: potency is read from the fitted curve at half-maximal effect; series mostly up to about 76 µM; % of control where 0% means no effect; nearly all actives have a fitted effect of over 35% in size
#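 Stably transfected U87-MG glioma cells carrying a GRP78-based luciferase sensor; 16 h compound incubation. Luminescence end-point read 10 min after Bright-Glo addition at room temperature.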
# The depositor's hits bear a star; ? = inconclusive; / = not tested or not shown. Unless noted, calls follow the shape of the dose curve; as a rule, active = well fitted curve in the direction sought with a large enough effect; inconclusive = small, poorly fitted or top-dose-only effect, or another doubt; inactive = no such curve, though single readings can be large; an effect the other way counts as inactive or inconclusive. Not all compounds are listed; count on the stated rates, not on these rows.
nr	compound	D2 PAM	RXFP1 ag	Vif-A3G inh	D1 ag	D1 PAM
1	CC(C)C(=O)NNC(=O)CSc1nnc(-c2ccccc2)c(-c2ccccc2)n1	18	-0.4%	-3%	1	0
2	CN(C)S(=O)(=O)N1CCC(Oc2ccc(C(=O)N3CCCCCC3)cc2)CC1	/	/	0%	/	/
3	Cc1ccc(-n2nc(C(=O)NCc3ccco3)c3c4ccccc4n(C)c3c2=O)cc1	15	3.6%	2%	0	-3
4	COCc1cc(Sc2ccc(Cl)cc2)nc(C)n1	-4	-0.2%	-10%	1	5
5	CCOC(=O)c1c(NC(=O)COC(=O)CCOc2cc(C)ccc2C)sc(C(=O)N(C)C)c1C	/	/	1%	/	/
6	Cc1cc(-c2ccn[nH]2)c(C)s1	-4	0.6%	1%	1	8
7	Cc1cccc(C(C)C)c1NC(=O)Cc1ccc(S(=O)(=O)N2CCOCC2)s1	-4	0.1%	-3%	1	0
8	COc1ccc(/C=C2/C(=O)N(c3ccccc3)N=C2C)c(OC)c1	-2	7.7%	-5%	4	0

nr	Vif-A3F inh	D1 antag	RXFP1 antag	Glioma ERSR ind
1	-2%	-1	5	-2%
2	-4%	/	-3	-4%
3	3%	3	1	-6%
4	11%	2	-8	1%
5	-4%	/	0	-3%
6	?	4	11	2%
7	4%	-1	-5	-3%
8	-9%	35	2	-3%

# Later entries.
nr	compound	D2 PAM	RXFP1 ag	Vif-A3G inh	D1 ag	D1 PAM
9	O=C(O)c1ccc(N2CC3CC(C2)c2cccc(=O)n2C3)c(NC(=S)Nc2ccc(Br)cc2)c1 (configuration not stated)	-2	0.1%	8%	13	1
10	COc1ccc(CNC(=O)CSCc2cccc(Cl)c2)cc1	-4	0.3%	1%	0	-1
11	CNc1c([N+](=O)[O-])cnn1-c1ccccc1F	12	0.1%	-1%	1	4
12	NC1=NC(=O)/C(=C\c2cccnc2)S1	4	0.1%	4%	4	-5
13	COc1ccc(C(CNC(=O)Cn2c(=O)oc3ccccc32)N(C)C)cc1 (configuration not stated)	-13	0.6%	0%	0	-3
14	Cc1cc(Oc2ccccc2)nc(NCc2ccccc2)n1	19	-0.5%	-7%	3	3
15	COc1cc([C@H]2[C@@H]3CCCC[C@]3(O)CCN2CC(=O)Nc2ccc(C)cc2)ccc1O	-1	2.3%	0%	3	-6
16	COC(=O)Nc1ccc(N2CCOCC2)c(S(=O)(=O)N2CCOCC2)c1	7	1.0%	3%	3	-1

nr	Vif-A3F inh	D1 antag	RXFP1 antag	Glioma ERSR ind
9	-12%	-4	-11	0%
10	-17%	6	1	-2%
11	?	-2	-7	5%
12	8%	-6	0	-4%
13	4%	1	-3	-3%
14	-14%	16	/	-2%
15	-3%	3	0	-1%
16	-1%	7	8	-5%

# Further records follow.
nr	compound	D2 PAM	RXFP1 ag	Vif-A3G inh	D1 ag	D1 PAM
17	O=C(Nc1cc(C(F)(F)F)ccc1N1CCOCC1)c1ccc(F)cc1	6	3.7%	-4%	0	-2
18	COC(=O)c1cc(S(=O)(=O)N2CCN(c3ccc(C)cc3C)CC2)cn1C	-2	1.1%	1%	2	-2
19	CC(=O)C1=C(O)C(=O)N(c2cccc(Br)c2)C1c1ccccc1Cl (configuration not stated)	0	?	0%	3	1
20	CCn1cc2nc(SCc3cc(C)ccc3C)n(Cc3ccc(OC)cc3)c(=O)c2n1	1	1.0%	-5%	11	1
21	O=C(NC(=S)N1CCCc2ccccc21)c1ccccc1	5	1.2%	5%	-2	-3
22	CC(=O)NC(Cc1c[nH]c2ccccc12)C(=O)Nc1ccc2c(c1)OCO2 (configuration not stated)	4	0.1%	-6%	-1	3
23	COc1ccc(C(CNCC(=O)Nc2ccccc2F)N(C)C)cc1 (configuration not stated)	-16	-2.8%	0%	0	0
24	CCCCCCCCS(=O)C1CCS(=O)(=O)C1 (configuration not stated)	7	0.8%	-1%	-1	0

nr	Vif-A3F inh	D1 antag	RXFP1 antag	Glioma ERSR ind
17	0%	5	-25	-3%
18	-8%	-9	-8	-3%
19	5%	31	0	-4%
20	0%	5	/	-2%
21	5%	3	-1	7%
22	1%	23	-12	9%
23	-3%	-2	-5	0%
24	3%	13	-1	-1%

# Arranged by the number under D1 antag (largest number first): three from the list above
entry	SMILES	D1 antag
22	CC(=O)NC(Cc1c[nH]c2ccccc12)C(=O)Nc1ccc2c(c1)OCO2 (configuration not stated)	23
17	O=C(Nc1cc(C(F)(F)F)ccc1N1CCOCC1)c1ccc(F)cc1	5
23	COc1ccc(C(CNCC(=O)Nc2ccccc2F)N(C)C)cc1 (configuration not stated)	-2

# Arranged by number of heavy atoms (highest first): part of the list above.
nr	compound	D2 PAM	RXFP1 ag	Vif-A3G inh	D1 ag	D1 PAM
20	CCn1cc2nc(SCc3cc(C)ccc3C)n(Cc3ccc(OC)cc3)c(=O)c2n1	1	1.0%	-5%	11	1
18	COC(=O)c1cc(S(=O)(=O)N2CCN(c3ccc(C)cc3C)CC2)cn1C	-2	1.1%	1%	2	-2
23	COc1ccc(C(CNCC(=O)Nc2ccccc2F)N(C)C)cc1 (configuration not stated)	-16	-2.8%	0%	0	0
21	O=C(NC(=S)N1CCCc2ccccc21)c1ccccc1	5	1.2%	5%	-2	-3

nr	Vif-A3F inh	D1 antag	RXFP1 antag	Glioma ERSR ind
20	0%	5	/	-2%
18	-8%	-9	-8	-3%
23	-3%	-2	-5	0%
21	5%	3	-1	7%

# Further structures:
nr	compound	D2 PAM	RXFP1 ag	Vif-A3G inh	D1 ag	D1 PAM
25	Cc1nc(-c2cc(-c3nc(-c4ccc(C(C)(C)C)cc4)no3)no2)cs1	-3	0.3%	2%	3	-1
26	O=C(Cn1cnc2cc(Cl)ccc2c1=O)Nc1ccc2c(c1)OCO2	21	-0.6%	-3%	9	-2
27	Cc1ccc(-n2c(SCC(=O)Nc3ccc4c(c3)OCO4)nnc2-c2ccccn2)cc1	1	2.3%	-1%	0	2
28	CCCCCCCOc1ccc(-c2ccc(C#N)cn2)cc1	/	3.6%	-1%	3	3
29	CNC(=S)NNc1nncc2ccccc12	-7	2.4%	2%	2	-2
30	CCCc1cc(Nc2cccc(OC)c2)n2ncnc2n1	8	1.5%	0%	1	-2
31	COc1ccc(CCNC(=O)C2CCCCC2C(=O)O)cc1OC (configuration not stated)	-4	1.8%	/	1	-5
32	O=C(c1ccco1)N1CCC(c2ccccc2)C1 (configuration not stated)	5	0.1%	1%	3	0

nr	Vif-A3F inh	D1 antag	RXFP1 antag	Glioma ERSR ind
25	-3%	-3	-4	-1%
26	2%	8	-4	0%
27	3%	1	20	-7%
28	10%	7	-10	-4%
29	-23%	-12	-11	14%
30	-7%	0	19	-3%
31	/	-1	/	/
32	3%	0	0	3%

# Next entries.
nr	compound	D2 PAM	RXFP1 ag	Vif-A3G inh	D1 ag	D1 PAM
33	CC(C)Cn1c(N)c(C(=O)NCC2CCCO2)c2nc3ccccc3nc21 (configuration not stated)	-4	6.5%	-16%	2	7
34	COCCN(C(=O)CSc1cc(C)c2ccccc2n1)c1c(N)n(CC(C)C)c(=O)[nH]c1=O	4	0.9%	-4%	1	-7
35	COc1ccc2nc3cc(Cl)ccc3c(Nc3ccc(O)c(CN4CCN(C)CC4)c3)c2c1	/	/	0%	/	/
36	CCCOc1ccccc1C1CC(=O)NC2=C1C(=O)CCC2 (configuration not stated)	-7	3.9%	?	14	-4
37	COc1ccc(NC(=O)CSc2ccccc2)c([N+](=O)[O-])c1	6	-1.4%	-1%	12	-11
38	Cc1cccc(NC(=O)NCC2CCN(c3ccc(S(=O)(=O)N4CCOCC4)cc3)CC2)c1	3	2.5%	1%	1	-3
39	COc1ccc(Cl)cc1S(=O)(=O)N1CCCC(C(=O)N2CCCC2)C1 (configuration not stated)	7	0.7%	3%	-1	2
40	CCCc1nc2ccccc2n1CC(O)COc1ccc(C(=O)OC)cc1 (configuration not stated)	-16	-1.7%	8%	4	-7

nr	Vif-A3F inh	D1 antag	RXFP1 antag	Glioma ERSR ind
33	2%	19	9	-8%
34	1%	10	-4	-1%
35	?	/	-8	-7%
36	-1%	5	0	-4%
37	16%	-20	-6	-1%
38	1%	-23	-5	-4%
39	3%	5	6	-2%
40	1%	-20	-8	0%

# (next part)
nr	compound	D2 PAM	RXFP1 ag	Vif-A3G inh	D1 ag	D1 PAM
41	CCOc1ccc(Nc2ncnc(N)n2)cc1	-1	-1.2%	2%	0	-2
42	COc1ccc2c(c1)oc(=O)c1ccccc12	13	-1.6%	1%	-1	-2
43	CC(=O)NC1=NN(C(C)=O)C(C)(c2ccc(C)o2)S1 (configuration not stated)	-1	-0.5%	1%	2	5
44	Cc1ccc(C)c(N2CCN(C(=O)c3cc4c(=O)n(Cc5cccs5)ccc4nc3C)CC2)c1	1	-0.9%	1%	3	-3
45	Cc1nc2c(=O)n(C)c(=O)n(C)c2nc1Cl	13	13%	-12%	7	-2
46	CN(CC(=O)Nc1cccc(F)c1)C(=O)C1CC(=O)N(CCc2ccccc2)C1 (configuration not stated)	2	1.4%	1%	5	-3
47	CC(C)(COC(=O)c1ccccc1)N1CC2CCC(C1)O2	/	/	2%	/	/
48	CC(C)c1nnc(NC(=O)CCC(=O)NC2CC2)s1	-6	2.0%	-1%	1	-3

nr	Vif-A3F inh	D1 antag	RXFP1 antag	Glioma ERSR ind
41	-10%	6	-16	0%
42	0%	-1	2	-4%
43	2%	-14	8	3%
44	1%	23	-30	-3%
45	0%	-19	-16	-13%
46	5%	10	-5	-5%
47	9%	/	-4	2%
48	-6%	-4	2	-5%

# (next part)
nr	compound	D2 PAM	RXFP1 ag	Vif-A3G inh	D1 ag	D1 PAM
49	CCNC(=S)N/N=C/c1ccc(F)cc1	4	-1.3%	/	-3	-3
50	CCOC(=O)N1CCC(NC(=O)c2ccc3c(c2)N(Cc2ccccc2)CCS3)CC1	11	1.0%	3%	2	/
51	COc1ccc(C(=O)Nc2nnc(S(=O)(=O)N3CCCc4ccccc43)s2)cc1	/	-1.5%	-1%	-1	-3
52	COc1ccccc1OC1=NS(=O)(=O)c2ccccc21	4	1.2%	-1%	0	-1

nr	Vif-A3F inh	D1 antag	RXFP1 antag	Glioma ERSR ind
49	/	-2	/	/
50	-4%	-5	/	-6%
51	-10%	-10	-29	-3%
52	0%	1	3	-2%
